# Compound activity (PubChem)
# APOBEC3G inh: APOBEC3G (human) deaminase inhibition | AID 493012 | 0.28% of 330,000 active | inhibition, % at 20 µM | recombinant A3G, ssDNA deamination FAM/TAMRA fluorescence;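 active means inhibition of at least 40% at 20 µM, with no more than 30% in the related APOBEC3A deaminase screen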;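 further: plate controls were DMSO wells with A3G for no effect and wells lacking A3G enzyme for full effect; some compounds called inactive have numbers as strong as hits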
# Target sequence (Q9HC16 whole entry, looked up): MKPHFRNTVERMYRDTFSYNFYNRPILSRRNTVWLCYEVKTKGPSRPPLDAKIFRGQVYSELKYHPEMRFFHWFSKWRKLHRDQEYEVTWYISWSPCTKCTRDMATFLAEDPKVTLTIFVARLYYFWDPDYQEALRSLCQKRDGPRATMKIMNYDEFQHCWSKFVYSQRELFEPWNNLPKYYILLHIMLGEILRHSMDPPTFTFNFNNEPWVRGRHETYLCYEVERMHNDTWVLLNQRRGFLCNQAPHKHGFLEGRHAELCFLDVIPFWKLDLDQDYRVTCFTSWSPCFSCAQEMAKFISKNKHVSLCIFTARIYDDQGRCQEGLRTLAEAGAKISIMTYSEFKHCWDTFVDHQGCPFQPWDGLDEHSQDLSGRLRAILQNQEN
# beta cell repl: inducers of beta-cell replication in MIN6 cells. MIN6 cells proliferation, ATPlite luminescence, 48 h; cells starved in 0.2% serum; 100% = growth in 10% serum. proliferation, % at 10 µM. 0.29% of 330,000 active;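 active means compounds whose signal lies at least 3.5 SD above the mean of all wells on their plate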;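 further: 0% = DMSO-treated cells in low-serum medium and 100% = 10% serum control; some compounds called inactive have numbers as strong as hits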
# NR3A LBD binder: modulates the human NR3A ligand-binding domain; NR3A LBD differential scanning fluorimetry, Tm shift; 0% = protein alone, 100% = glycine-bound protein; Tm shift relative to glycine control, % at 25 µM; 2.5% of 340,000 active; AID 1259313;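 active means melting temperature shift of at least 10% of the positive control shift, at one fixed dose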
# A3A deaminase: human APOBEC3A DNA deaminase inhibition; recombinant A3A, FAM/TAMRA ssDNA deamination fluorescence; 0.41% of 330,000 active; inhibition, % at 20 µM; P31941;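 active means at least 40% inhibition at 20 µM here, with at most 30% in a related deaminase screen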;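 further: plate controls were A3A with DMSO for no effect and wells lacking A3A enzyme for full effect; some results filed as inactive read as strong as hits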
# Target sequence (P31941 whole entry, looked up): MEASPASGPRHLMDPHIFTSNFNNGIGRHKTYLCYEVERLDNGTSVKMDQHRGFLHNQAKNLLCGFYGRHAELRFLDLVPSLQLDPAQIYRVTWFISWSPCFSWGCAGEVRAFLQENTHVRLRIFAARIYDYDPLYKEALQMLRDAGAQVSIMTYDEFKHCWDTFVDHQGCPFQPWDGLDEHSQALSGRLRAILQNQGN
# MPTP inh: permeability transition pore inhibition; isolated mouse mitochondria, Ca2+ swelling absorbance, 30 min; inhibition, % at 10 µM; 1.4% of 360,000 active; AID 602449;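 active means inhibition of 50% or more, scaled per plate between neutral and stimulator controls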;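 further: 0% = DMSO wells given calcium and 100% = 1 mM EGTA wells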
# hIAP activ: human IAP activation | P09923 | purified human IAP, CDP-Star luminescence, 30 min; stronger effect = higher value; 1 = vehicle-only enzyme, 0 = enzyme-free background | activation factor at 10 µM | 0.16% of 330,000 active;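 active means activation factor of the enzyme at least 2-fold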; further: the source names both 10 and 20 µM as test concentration; values of inactives mirror those of a sister screen read the other way
# Target sequence (P09923 whole entry, looked up): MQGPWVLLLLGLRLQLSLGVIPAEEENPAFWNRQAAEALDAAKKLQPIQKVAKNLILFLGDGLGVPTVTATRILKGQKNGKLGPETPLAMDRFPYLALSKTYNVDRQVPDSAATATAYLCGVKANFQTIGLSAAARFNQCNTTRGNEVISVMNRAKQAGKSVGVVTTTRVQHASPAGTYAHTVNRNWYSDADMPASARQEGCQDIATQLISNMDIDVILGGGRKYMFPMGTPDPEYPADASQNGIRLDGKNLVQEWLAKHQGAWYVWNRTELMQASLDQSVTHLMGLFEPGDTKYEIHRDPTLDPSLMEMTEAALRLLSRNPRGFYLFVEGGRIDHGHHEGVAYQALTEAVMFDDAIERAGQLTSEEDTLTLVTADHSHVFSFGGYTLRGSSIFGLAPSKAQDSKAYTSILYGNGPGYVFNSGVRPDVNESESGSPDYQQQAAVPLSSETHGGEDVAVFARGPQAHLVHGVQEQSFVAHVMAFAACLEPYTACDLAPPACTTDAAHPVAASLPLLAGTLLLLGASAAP
# hIAP inh: blocks human intestinal alkaline phosphatase; P09923; purified IAP, CDP-Star luminescence, 30 min; inhibition, % at 10 µM; 0.12% of 330,000 active; AID 2544;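 active means inhibition reaching a set limit with compound at 10 µM in the primary screen, cut at about 35% in these data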;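 further: plate controls were DMSO wells with enzyme for no effect and no-enzyme buffer wells for full effect; values of inactives mirror those of a sister screen read the other way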
# mIAP act: increases mouse intestinal alkaline phosphatase activity. muIAP, CDP-Star luminescence, 30 min; stronger effect = higher value; 1 = vehicle-only enzyme signal, 0 = enzyme-free wells. activation factor at 10 µM. 0.24% of 330,000 active. AID 2805;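 active means activation factor of at least 2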; further: the source names both 10 and 20 µM as test concentration; values of inactives mirror those of a sister screen read the other way
#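 System: Mouse IAP enzyme | Also added: CDP-Star substrate | Dosing: Compounds dispensed in DMSO | Schedule: 30 min enzyme-substrate-compound incubation at room temperature | Technique: Chemiluminescence readout | Control set: DMSO-only wells and no-enzyme negative control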
# mIAP block: blocks mouse intestinal alkaline phosphatase; inhibition, % at 10 µM; 0.2% of 330,000 active; purified mouse IAP, CDP-Star luminescence, 30 min; AID 2806;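 active means inhibition of at least 40% at 10 µM in the primary screen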;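 further: plate controls were DMSO with enzyme for no effect and no enzyme wells for full effect; values of inactives mirror those of a sister screen read the other way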
# * = called active by the depositor. Random draw from the library; any-hit rate near 5%.
SMILES,APOBEC3G inh,beta cell repl,NR3A LBD binder,A3A deaminase,MPTP inh,hIAP activ,hIAP inh,mIAP act,mIAP block
O=C(CCCN1C(=O)CSc2ncccc21)N1CCN(c2cccc(C(F)(F)F)c2)CC1,-1,-2,-1,4,-1.1,1.1,-6,1.1,-11
CCC(CO)Oc1cc(NCc2ccccc2C(F)(F)F)c2ncn(C(C)C)c2c1 (stereo unspecified),-7,-6,-3,0,1.4,0.98,2,1,-3
CCN(c1ccccc1)c1cc2ccccc2c(=O)[nH]1,-3,0,3,-4,-1.1,1,0,0.93,7
Cc1ccc(OCCCN2C(=O)C(=O)c3cc(C)ccc32)cc1,-2,-6,0,4,1.4,0.82,18,0.99,1
COC(=O)c1cc(=O)n(Cc2ccc3c(c2)OCO3)c(=Nc2ccc(F)cc2)s1,-8,-6,-1,-3,0.0,0.9,10,0.93,7
COC(C/C=C\[C@H](O)[C@H](C)OCc1ccccc1)OC,-10,0,0,-2,2.4,0.95,5,1.1,-7
O=c1c2ccccc2c(C=Nc2ccccc2O)c(O)n1-c1nccs1,-6,0,-2,-2,2.6,1.4,-37,0.8,20
Cc1ccc(/C=C/C(=O)NCCCn2ccnc2)cc1,-6,3,2,-1,-1.8,1.1,-11,0.94,6
Cc1ccccc1N=C(NOCc1ccccc1)c1nonc1N,2,0,2,1,2.5,0.98,2,0.94,6
COc1cccc(C2=NN(C(=O)c3cccs3)C(O)(C(F)(F)F)C2)c1 (stereo unspecified),-4,-2,-39,17,2.1,1.1,-11,1.1,-7
Cc1cc(C)cc(C(=O)Nc2ccc(N3CCN(C(=O)c4ccco4)CC3)cc2)c1,-5,-3,1,-5,0.5,1.1,-10,1,-3
Cc1ccc(NC(=O)NCCCN2CCCC2=O)cc1,-6,2,0,0,-0.1,0.95,5,0.95,5

# Two compounds drawn at random from those above, as already listed:
SMILES,APOBEC3G inh,beta cell repl,NR3A LBD binder,A3A deaminase,MPTP inh,hIAP activ,hIAP inh,mIAP act,mIAP block
Cc1ccc(NC(=O)NCCCN2CCCC2=O)cc1,-6,2,0,0,-0.1,0.95,5,0.95,5
O=c1c2ccccc2c(C=Nc2ccccc2O)c(O)n1-c1nccs1,-6,0,-2,-2,2.6,1.4,-37,0.8,20

# (further entries)
SMILES,APOBEC3G inh,beta cell repl,NR3A LBD binder,A3A deaminase,MPTP inh,hIAP activ,hIAP inh,mIAP act,mIAP block
COC(=O)[C@]1(C)CCC[C@@]2(C)C3CC[C@@]4(C)C[C@]3(CCC21)CC(=O)N4Cc1ccc(OC)cc1 (stereo partly specified),1,-7,0,2,-0.1,0.87,13,1,-2
COc1ccc(CNC(=O)c2ccc(S(=O)(=O)NCc3ccco3)cc2)cc1,-9,0,-1,-2,0.0,1.1,-13,1.2,-17
CC(=O)Nc1ccc(S(=O)(=O)N2CCSCC2)cc1,-1,-4,0,0,-0.2,1.2,-20,0.98,2
Nc1c(-c2cccc(Cl)c2)cnn1-c1cccc(C(F)(F)F)c1,-3,-5,-11,0,35,0.94,6,0.93,7
CC1(c2ccccc2Br)NC(=O)N(CC(=O)Nc2ccc(S(N)(=O)=O)cc2)C1=O (stereo unspecified),-8,0,-1,-1,-3.2,0.97,3,0.97,2
CCCCn1c(CCNC(=O)c2ccco2)nc2ccccc21,-6,1,3,-3,-1.5,0.86,14,0.98,2
COc1ccc(CC(=O)Nc2ccc(S(=O)(=O)N3CCCC3)cc2)c(OC)c1,-3,1,0,9,-2.6,0.89,11,1.1,-10
O=C(N1CCCCC1)C1(c2ccccc2)CCCCC1,-8,-1,-1,-1,-0.1,1,-1,0.97,3
O=[N+]([O-])c1cc2c(cc1C=Nc1ccccc1)OCO2,-2,-2,-4,-1,1.7,0.97,3,0.72,28
O=C(CN1CCN(S(=O)(=O)c2ccc(Br)cc2)CC1)Nc1ccccc1F,0,0,4,-6,-3.3,1.3,-26,1.1,-10
CCn1cc(C(=O)OCc2ccccc2)c(=O)c2ccc(C)nc21,3,-2,1,3,-2.7,1.1,-11,0.92,8
Oc1nc(-c2ccc(Cl)cc2)n2ccncc12,-1,1,1,2,0.9,1.1,-12,0.9,10
O=[N+]([O-])c1ccc(-c2nc(NCc3cccnc3)c3ccccc3n2)cc1,-1,-2,37*,0,1.5,0.8,20,1,-3
Cc1cc(C(=O)N2CCN(CCc3ccccc3)CC2)no1,-1,-4,1,-1,-1.2,0.97,3,0.93,7
Cc1ccc(N(CC(=O)NCc2ccc(F)cc2)C(=O)CCC(=O)Nc2ccccn2)cc1C,-6,0,0,-1,-1.8,1,-1,1.1,-9
CCCCn1c(CCn2nc(C)c(Br)c2C)n[nH]c1=S,6,0,2,-2,-2.6,1.1,-6,1.1,-6
CCOC(=O)N1CCN(C(=O)c2ccc3c(=O)n(-c4ccc(OC)cc4)c(=S)[nH]c3c2)CC1,0,-3,2,1,-0.7,0.99,1,0.67,33
CC1Cc2nc(SCC(=O)OCc3ccccc3)n(C)c(=O)c2S1 (stereo unspecified),2,15*,1,-1,-1.8,0.81,18,0.95,5
O=C(COC(=O)c1ccc2ncsc2c1)NC(=O)c1ccccc1,-5,-2,5,3,0.6,0.9,10,0.86,14
COc1ccc(S(=O)(=O)N(C)C)cc1NC(=O)CSc1nnc(-c2cccnc2)o1,-6,-1,0,-1,-1.0,1.1,-8,1,-1
CN(Cc1ncc[nH]1)Cc1cn(-c2ccccc2)nc1-c1ccc2c(c1)OCO2,-3,-3,0,2,1.3,1.1,-14,1.1,-13
COC(=O)c1nn(-c2ccc3c(c2)OCO3)cc1O,-3,-4,-15,2,-0.6,0.83,17,1,-1
CCCOc1ccc(C(=O)NCc2cccnc2)cc1,-7,-3,1,-5,0.5,0.95,5,1,-3
COc1ccccc1C(=O)COC(=O)c1ccccc1OCC(=O)Nc1ccc(SC(F)F)cc1,-10,1,-23,-9,1.0,1,-1,0.85,15
COc1ccccc1CNC(=O)CCCn1nc(C)n2ccnc2c1=O,-5,-2,2,-6,-0.9,0.9,10,1,-4
COc1ccc(CN(C)C(=O)c2cccc(NS(=O)(=O)c3ccccc3)c2)cc1F,-1,-1,3,-6,-0.2,1.2,-19,1.1,-9
O=C(NCCc1ccccc1)C(c1ccncc1)N(C(=O)c1csnn1)C1CC1 (stereo unspecified),-3,-1,1,1,2.3,1,-3,0.98,2
O=C(O)c1ccc2[nH]c3c(c2c1)CCCC3,-8,-1,-1,-7,0.6,1.1,-6,1,-4
Cc1ccc(C(=O)COC(=O)CCC(=O)Nc2cccc(Cl)c2)cc1[N+](=O)[O-],-5,-2,-11,-3,1.7,1.2,-24,0.97,3
Cc1ccc(O)c(C(=O)c2cc(C#N)c(=O)n(-c3nccs3)c2)c1,-20,-5,2,-1,18,0.83,17,0.81,19
c1ccc(-c2n[nH]c(-c3ccccc3)c2-c2nc3ccccc3[nH]2)cc1,3,1,1,5,-0.7,1,0,1.2,-18
Cc1ccc2cccc(Oc3ncnc4scc(-c5ccccc5)c34)c2n1,-9,0,2,-4,0.3,1.2,-19,0.88,12
Cc1csc(NC(=O)c2cc(-c3ccco3)nc3ccccc23)n1,16,-2,-2,27,0.7,1,-3,0.77,23
O=C(c1cccs1)N1N=C(c2ccc(O)cc2)CC1c1ccccc1 (stereo unspecified),-11,-6,6,-5,11,1.2,-15,1.1,-7
C/C(Cl)=C/Cn1c(SCCN2CCOCC2)nc2c1c(=O)[nH]c(=O)n2C,-2,0,-1,3,-1.3,0.97,3,0.98,2
Cn1c2ccc(F)cc2c2ncn(Cc3ccco3)c(=O)c21,-7,4,1,-4,-2.1,0.91,9,0.92,8
CSCCC(NC(=O)/C(=C/c1ccco1)NC(=O)c1ccc(Br)o1)C(=O)O (stereo unspecified),-4,-4,4,3,-0.3,1,-2,0.91,9
COc1ccccc1OCCNC(=O)CSC(=S)N1CCCC1,-14,0,2,-5,2.7,1,-2,1,-2
Cc1nc(Nc2ccc(C(=O)O)cc2)nc(Nc2ccc(C(=O)O)cc2)c1[N+](=O)[O-],-7,-1,0,6,-0.5,1,0,0.84,16
Cc1nc(Nc2nc(CSc3nc4ccccc4[nH]3)cc(=O)[nH]2)nc2ccccc12,-1,0,-15,-2,2.7,1.3,-29,0.95,5
Cc1cc(Cl)c(OCCCCN2CCOCC2)c(Br)c1,-2,-1,0,-1,-1.6,0.93,7,0.99,1
O=C(O)CCC(=O)N1CC=C(c2ccccc2)CC1,-6,0,1,-3,-0.4,1.1,-5,0.97,3
CC(=O)N1N=C(c2cccs2)CC1c1cc2cc(C)ccc2nc1Cl (stereo unspecified),0,-2,-1,-1,-1.9,0.81,19,0.96,4
COc1ccc(NS(=O)(=O)c2cccc(C(=O)NNC(=O)COc3ccccc3)c2)cc1,-5,-3,1,0,0.6,1.2,-22,0.94,6
CCOc1ccccc1N1CCN(C(=O)Nc2ccc(F)c(Cl)c2)CC1,-1,-5,-1,0,88*,1.1,-7,1.5,-50
O=C1OCCN1CCN(CN1C(=O)CCC1=O)CN1C(=O)CCC1=O,-6,-2,0,-2,-1.2,0.86,14,1.1,-8
COc1cccc(/C=C/C(=O)OCC(=O)NCc2ccc3c(c2)OCO3)c1,-9,2,2,-2,0.8,1,-3,0.79,22
CCOc1ccc(CCNC(=O)COC(=O)c2cccc(OC)c2O)cc1OCC,-14,0,-1,2,-4.7,1.1,-10,1,0
Cc1oc(-c2ccccc2F)nc1CN1CCC(C(=O)NC2CCCc3ccccc32)CC1 (stereo unspecified),-3,-2,-2,9,14,1.1,-7,1.3,-26
Cc1cccc(C)c1CC(=O)N1CCOCC1,-4,0,-1,-6,-0.1,1,-4,0.99,1
Cc1ccnc(NC(=O)c2ccc(COc3ccc(Cl)cc3)o2)c1,4,-2,-6,4,-0.5,0.93,8,0.96,4
CC(C)NS(=O)(=O)c1ccc(OCC(=O)N2CCCC2)c(Cl)c1,-8,-1,0,-7,-1.4,1.1,-14,0.96,4
O=C(Nc1cc([N+](=O)[O-])ccc1N1CCCC1)c1ccco1,-5,-2,2,-2,0.0,0.87,13,0.97,3
CCOc1ccccc1N(CC(=O)Nc1cccnc1)S(=O)(=O)c1ccc(C)cc1,-1,1,-2,4,-1.5,1.1,-5,1.1,-7
CC(C)(C)C(=O)OCCNc1nc(-c2ccccc2)nc2ccccc12,-3,0,-2,-6,5.9,0.94,6,0.96,4
Cc1cc(C(F)F)nn1CC(=O)N1CCSCC1,-4,3,1,-4,-1.3,0.91,9,0.99,1
O=C(Nc1ccc(F)cc1)C(c1ccccc1)N1CCN(CC(=O)N2CCOCC2)CC1 (stereo unspecified),-4,-3,0,6,-1.0,1,-1,1,-4
CC(Sc1nnc(CNC(=O)c2ccco2)n1C)C(=O)Nc1nccs1 (stereo unspecified),-2,-1,-2,-1,1.5,1.1,-11,1,-4
COc1cccc(CNS(=O)(=O)c2ccc(S(=O)(=O)N3CCCC3)cc2)c1,4,3,-2,4,0.6,1,0,0.99,1
COc1cc(NS(=O)(=O)c2ccc(NC(=S)NC(=O)c3ccc(F)cc3)cc2)nc(OC)n1,-6,-3,-3,-3,1.8,1.2,-21,1,-4
CN(Cc1ccccc1)C(=O)CCS(=O)(=O)c1ccc2c(c1)NC(=O)CS2,1,-2,-3,-2,0.7,0.82,18,1,-2
COc1ccc(OC)c(NC(=O)C2CCN(C(=O)c3cccs3)CC2)c1,-3,-3,-2,0,0.7,1.1,-10,0.94,6

# Part of the list above, showing only APOBEC3G inh and mIAP act.
Structure,APOBEC3G inh,mIAP act
O=C(Nc1ccc(F)cc1)C(c1ccccc1)N1CCN(CC(=O)N2CCOCC2)CC1 (stereo unspecified),-4,1
Cc1cccc(C)c1CC(=O)N1CCOCC1,-4,0.99
Cc1ccnc(NC(=O)c2ccc(COc3ccc(Cl)cc3)o2)c1,4,0.96
